SIAE inh = inhibitors of human sialic acid acetylesterase SIAE; 370,000 compounds, 0.69% hits; inhibition, % at 9.66 µM; Q9HAT2; SIAE FP-Rh probe binding, fluorescence polarization;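 active means inhibition above a cutoff: mean of compounds within the control limits plus 3 SD of those, cut at about 17% in these data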;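 further: 0% = plate median of compound wells and 100% = probe without SIAE protein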
MBD2 inh = MBD2-methylated oligo binding inhibition; Q9UBB5; TR-FRET, MBD2 binding to methylated oligonucleotide; inhibition, % at 4.4 µM; 370,000 compounds, 0.31% hits; AID 686964; in the data active means inhibition above about 13%
rCAG RNA binder = binds r(CAG) RNA repeats | 370,000 compounds, 1.3% hits | inhibition, % at 3 µM | r(CAG) RNA repeat, TO-PRO-1 dye displacement fluorescence | AID 651821;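 active means inhibition above the plate cutoff, the mean of all test compounds on that plate plus 3 SD, cut at about 35% in these data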;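 further: 0% = DMSO alone and 100% = 100 µM mitoxantrone as full dye displacement; higher means more dye released from RNA so lower well fluorescence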
HTRA1 inhibitor = HTRA1 (human) protease inhibition; AID 504803; Q92743; 340,000 compounds, 0.5% hits; inhibition, % at 5.96 µM; recombinant HTRA1, FP-rhodamine activity-based probe, fluorescence polarization; in the data active means inhibition above about 36%;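 further: 0% = enzyme with DMSO and 100% = wells lacking enzyme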
Target sequence (Q92743 whole entry, looked up): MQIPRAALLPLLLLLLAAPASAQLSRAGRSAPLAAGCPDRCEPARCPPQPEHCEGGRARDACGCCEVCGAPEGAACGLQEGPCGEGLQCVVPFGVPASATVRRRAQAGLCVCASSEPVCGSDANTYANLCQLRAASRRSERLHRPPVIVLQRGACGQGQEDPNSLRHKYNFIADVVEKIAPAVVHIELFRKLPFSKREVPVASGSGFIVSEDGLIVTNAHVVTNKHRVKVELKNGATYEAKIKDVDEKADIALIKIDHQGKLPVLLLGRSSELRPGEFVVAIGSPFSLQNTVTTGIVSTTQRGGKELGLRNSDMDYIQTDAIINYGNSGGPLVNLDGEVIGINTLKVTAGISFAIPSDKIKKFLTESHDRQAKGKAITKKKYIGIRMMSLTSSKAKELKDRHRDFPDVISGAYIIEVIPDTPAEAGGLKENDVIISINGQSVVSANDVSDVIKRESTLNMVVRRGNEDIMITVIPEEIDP
LEDGF integ inh = blocks HIV-1 LEDGF/p75-dependent DNA integration; TR-FRET IN-LEDGF/p75 DNA integration, Eu/Cy5; inhibition, % at 3.7 µM; 370,000 compounds, 0.64% hits; AID 743269;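 active means inhibition above the screen-wide mean plus 3 SD, cut at about 13% in these data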;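 further: signal is the Cy5 over europium emission ratio at 671 and 618 nm; 0% = plate median of compound wells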
TCR-CD3 inh = blocks the human TCR-CD3 interaction | TAMRA-labeled TCR probe fluorescence, biochemical | 360,000 compounds, 0.37% hits | inhibition, % at 9.4 µM; in the data active means inhibition above about 19%;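 further: recombinant mutant TCR 2C K166C tagged with TAMRA read by polarization; 0% = receptor in buffer alone and 100% = receptor with positive control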
GC-B act = GC-B (human) receptor activation | P20594 | HEK293-GC-B cells, CNP EC30, cGMP TR-FRET; 0% at EC30 CNP, 100% saturating CNP | activation, % at 10 µM | 370,000 compounds, 0.11% hits | AID 1920062;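 active means activation at 10 µM reaching about 35% in either raw or pattern-adjusted values, limit read from the data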
PRMT1 inh = blocks human protein arginine methyltransferase 1; recombinant PRMT1, activity-based probe fluorescence polarization; 370,000 compounds, 1.3% hits; Q99873; inhibition, % at 2.79 µM;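 active means inhibition above about 21% made by adding two undisclosed values, limit read from the data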
TDP2 absorb = blocks human TDP2 phosphodiesterase activity. O95551. recombinant TDP2, T5PNP hydrolysis, p-nitrophenol absorbance 415 nm. inhibition, % at 12.8 µM. 370,000 compounds, 0.34% hits;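 active means inhibition above the mean of all tested compounds plus 3 SD, set per campaign, cut at about 25% in these data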;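 further: 0% = DMSO with enzyme and 100% = buffer with substrate but no TDP2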
Target sequence (O95551 whole entry, looked up): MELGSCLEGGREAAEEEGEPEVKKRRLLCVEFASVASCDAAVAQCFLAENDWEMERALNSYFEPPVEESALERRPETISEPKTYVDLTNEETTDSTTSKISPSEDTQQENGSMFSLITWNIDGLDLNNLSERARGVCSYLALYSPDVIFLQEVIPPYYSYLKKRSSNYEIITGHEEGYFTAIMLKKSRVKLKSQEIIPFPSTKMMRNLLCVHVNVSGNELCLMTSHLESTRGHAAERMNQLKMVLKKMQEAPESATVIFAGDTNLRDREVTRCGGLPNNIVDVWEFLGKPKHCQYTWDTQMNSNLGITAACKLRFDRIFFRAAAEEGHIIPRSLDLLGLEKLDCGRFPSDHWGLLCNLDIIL
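Test system: Human TDP2 enzyme | Reagent: 5 mM T5PNP | Compound dosing: 12.8 µM single point, 1% DMSO | Incubation: Enzyme reaction with compound for 2 h at 37 °C | Technique: p-Nitrophenol epi absorbance | Read-out: % inhibition relative to enzyme-containing and enzyme-free wells | Benchmarks: High control without enzyme, low control DMSO plus TDP2 | Replicates: Singlicate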
ABHD4 inh = inhibits mouse alpha/beta hydrolase domain 4; Q8VD66; purified mABHD4, FP-Rh probe fluorescence polarization; inhibition, % at 8.92 µM; 370,000 compounds, 0.54% hits;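 active means inhibition exceeding the mean over every tested compound plus 3 SD, cut at about 30% in these data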;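 further: 0% = plate median of compound wells and 100% = S159A mutant with DMSO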
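Test system: mABHD4 protein; Read-out basis: % inhibition; Incubation: 45 min + 60 min at 25 °C; Repeats: single replicate; Technique: fluorescence polarization with parallel and perpendicular emission, 525/598 nm; Compound: 8.92 µM, single dose; Benchmarks: full inhibition S159A mutant plus DMSO, zero as sample-well median.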
Numbers without * were called inactive; / = not tested or not shown.

molecule	SIAE inh	MBD2 inh	rCAG RNA binder	HTRA1 inhibitor	LEDGF integ inh	TCR-CD3 inh	GC-B act	PRMT1 inh	TDP2 absorb	ABHD4 inh
CC(C)Cn1cnc2c(SCc3ccccc3)nc(N)nc21	-2	0	1	-5	2	1	7	0	4	-3
C=CCOc1ccc(/C=N/NC(C)=O)cc1OCC	-1	2	10	2	-2	-1	3	-1	5	2
Cc1ccc(/C=C2/Sc3ccc(C(=O)NCCN4CCOCC4)cc3NC2=O)cc1	-4	-5	0	5	3	2	3	0	-3	-2
Cc1nc2c(-c3ccc(F)cc3)c(C)nn2c(C)c1CCC(=O)Nc1ccccc1F	-5	1	-2	7	4	6	-6	-9	-17	0
COc1ccc(C2=NS(=O)(=O)N(C)C(C(=O)Nc3ccc(C(C)=O)cc3)=C2)cc1OC	-16	-4	7	-8	2	3	-2	-2	1	-2
Nc1nonc1-n1nnc(C(=O)N/N=C/c2cccc(Cl)c2)c1CN1CCCC1	-3	-4	1	-3	-3	-5	0	6	6	-1
COc1nn(CC(=O)N2N=C(C)CC2(O)C(F)(F)F)cc1[N+](=O)[O-] (stereo not given)	2	0	2	1	-1	0	3	2	13	4
Cn1cccc1CC(=O)N/N=C/c1cc([N+](=O)[O-])ccc1Cl	0	-3	14	-4	0	6	0	-3	4	11
COc1ccc(-c2nnc(NC(=O)c3ccc4c(c3)OCCO4)o2)cc1	-2	-2	6	3	4	1	-1	-6	0	0
CC(C)(CO)NC(=O)c1ccc2nc(Cc3cccc(Cl)c3)oc2c1	-3	2	0	-8	-1	-1	-3	2	9	-3
C[C@H]1CN=C(N(C)C)N1CCCC1CCCC1	-2	-2	1	-4	-3	-4	5	0	1	0
Fc1cccc(Cc2c(-c3cccc(Br)c3)nc3ccc(Br)cn23)c1	-12	-1	55*	/	0	4	-8	-1	-8	-49
Cc1nonc1NC(=O)CSc1nc(CCC2CCCC2)nc2ccccc12	-2	-5	1	-15	0	7	2	0	25*	0
COc1ccc(-n2ncc3c2CC(C)(C)CC3NC(=O)c2oc(C)cc2C)cc1 (stereo not given)	0	2	-6	-5	-3	-9	-2	3	-9	0
Cc1ccc(C)c(N2CCN(S(=O)(=O)c3ccc4c(c3)OCCO4)CC2)c1	-22	-5	2	-24	-2	8	1	-5	5	-18
COc1ccc(C(=O)NC(=S)Nc2ccccc2[N+](=O)[O-])cc1OC	-3	-4	2	-6	0	-6	9	-2	-11	-9
CCCCCc1ccc(C(=O)CCCC)c(=S)[nH]1	0	-3	-5	0	5	1	-2	1	5	11
COC(=O)c1ccc(OC(=O)c2cccnc2)cc1	6	-2	0	0	0	-3	6	-1	6	1
NC1=NC2(CCCCCC2)n2c(nc3ccccc32)N1	-2	1	11	-1	1	-6	0	-1	0	5
COc1cc(OC)c(OC)cc1/C=N/NC(=O)c1ccc(CSc2nc(C)cc(C)n2)cc1	-3	3	0	-35	-4	7	9	-2	4	0
COc1cccc(C(NC(C)=O)c2nc(-c3ccc(N(C)C)cc3)cs2)c1 (stereo not given)	8	4	7	/	-2	1	-4	3	0	8
COc1nc(-c2ccccc2)cc(-c2ccccc2)n1	1	-3	0	-41	3	-3	-1	-4	2	-9
COc1ccccc1C(=O)n1nc(-c2ccccc2)nc1NCc1ccco1	-2	3	2	-15	-2	0	-1	-1	5	-11
COc1cc(C(=O)NC(C)c2cccc3ccccc23)cc(OC)c1OC (stereo not given)	2	5	-5	-3	3	5	-2	-2	-10	-9
COc1ccc(C(CNC(=O)C(C)c2ccc3cc(OC)ccc3c2)N(C)C)cc1 (stereo not given)	3	-2	-4	-5	1	7	-9	-5	11	0
CNS(=O)(=O)c1cccc(C(=O)OCC(=O)Nc2ccccc2F)c1	-1	17*	0	-14	0	6	4	4	-4	-8
O=C(Nc1ccccc1)c1ccc(S(=O)(=O)N(CCO)CCO)cc1	-2	-3	-3	-4	1	-4	-6	1	0	5
COc1ccc(C2(C(=O)Nc3c(C)n(C)n(-c4ccccc4)c3=O)CCCC2)cc1OC	3	2	-7	2	-2	-1	3	-3	11	-10
CCOc1ccc(N2C(=O)CC(N3CCOCC3)C2=O)cc1 (stereo not given)	3	4	4	-6	-5	-6	4	10	-17	-3
CCSc1nc(O)cc(=O)n1CC	-5	0	1	-3	-9	-7	4	2	-13	0

Of the compounds above, 2 have a furan ring, fused or not.
molecule	SIAE inh	MBD2 inh	rCAG RNA binder	HTRA1 inhibitor	LEDGF integ inh	TCR-CD3 inh	GC-B act	PRMT1 inh	TDP2 absorb	ABHD4 inh
COc1ccc(-n2ncc3c2CC(C)(C)CC3NC(=O)c2oc(C)cc2C)cc1 (stereo not given)	0	2	-6	-5	-3	-9	-2	3	-9	0
COc1ccccc1C(=O)n1nc(-c2ccccc2)nc1NCc1ccco1	-2	3	2	-15	-2	0	-1	-1	5	-11

Next entries:
molecule	SIAE inh	MBD2 inh	rCAG RNA binder	HTRA1 inhibitor	LEDGF integ inh	TCR-CD3 inh	GC-B act	PRMT1 inh	TDP2 absorb	ABHD4 inh
O=C(O)C1CC=CCC1C(=O)N1CCCC1 (stereo not given)	-6	-2	3	7	1	4	1	-3	-4	-5
O=C(O)CCC(=O)Nc1ccc(-c2nc3ccc(C(=O)c4ccccc4)cc3[nH]2)cc1	-27	-1	45*	-12	4	2	-8	-3	18	-28
CCOC(=O)Cn1c(=O)c2c(nc(Br)n2Cc2ccccc2Cl)n(C)c1=O	-1	-2	-5	-2	0	-6	10	0	-3	1
COc1ccc(CSc2nc(C)cc(=O)[nH]2)cc1	9	-2	-2	-1	-3	3	-6	-4	-4	3
O=C(CCNC(=O)C1CCN(S(=O)(=O)c2ccc(F)cc2)CC1)NCCc1ccc(Cl)cc1	-2	3	-7	-8	2	15	0	-3	0	-2
O=C(O)CCc1ccc(-c2ccc(F)cc2)n1NC(=O)c1ccco1	-1	-5	3	0	2	1	-7	3	-9	2
O=C(NCCCNC(=O)c1ccco1)c1ccc(Cl)c(Cl)c1	-1	0	-1	-6	-2	4	-8	0	18	0
CC(Oc1ccccc1)C(=O)Nc1ccccc1F (stereo not given)	1	1	-2	9	-1	-2	-2	-2	5	7
CC(C)(C)c1ccc(OCc2ccc(C(=O)Nc3cccnc3)o2)cc1	-16	-4	0	-39	3	4	0	0	6	-20
Cc1cccc(C(=O)N2CCCC(Nc3ccc(C(C)C)cc3)C2)n1 (stereo not given)	2	5	-8	1	0	-5	-2	-3	14	4
CCOC(=O)N1CCN(C(=O)c2cnn3c(C(F)(F)F)cc(-c4cccs4)nc23)CC1	-4	-1	-5	2	1	8	2	-4	1	-5
COc1ccc(-c2coc3cc(O)cc(O)c3c2=O)cc1OC	-4	1	7	3	-2	-2	-5	13	-13	-3
COc1ccc(CCNC(=O)CSCc2n[nH]c(=O)[nH]2)cc1OC	-5	3	3	6	2	-4	8	2	18	-2
CC1CN(C(=O)CCC(=O)NCc2ccccc2)c2ccccc2O1 (stereo not given)	5	4	0	-1	-1	-6	-2	2	-3	5
Cc1cc(C)cc(OCc2ccc(C(=O)N3N=C(C(F)F)CC3(O)C(F)F)o2)c1 (stereo not given)	-1	4	0	-27	-4	-1	-2	0	-3	-15
COC(=O)c1ccccc1S(=O)(=O)N1CCC(NC(=O)C(Cc2cccc(OC)c2OC)NC(C)=O)CC1 (stereo not given)	4	3	-1	4	2	0	-2	6	-8	2
Cc1cccc(NC(=O)c2ccccc2NC(=O)CCC(=O)O)c1	0	4	0	-3	-3	-1	6	2	-3	10
O=C(N/N=C/C(Br)=C\c1ccccc1)c1n[nH]c2c1CCC2	0	-5	14	-17	3	1	-6	5	3	1
CCOc1ccc(CCNC(=O)COC(=O)Cc2ccc(F)cc2)cc1OCC	4	5	-9	-6	4	0	8	5	1	-5
Nc1ncc([N+](=O)[O-])c(N2CCCCCC2)n1	-5	-1	-3	1	1	-6	1	5	3	-4
CCOC(=O)c1cc2c(=O)n3ccccc3nc2n(C)c1=NC(=O)c1c(-c2c(F)cccc2Cl)noc1C	0	-4	0	-2	2	-4	-16	-3	-8	-5
O=C(O)c1ccc(/C=C2\SC(=S)N(Nc3ccccc3)C2=O)cc1	7	0	11	2	3	4	-3	20	24	0
CCOc1ccc(OCC)c(NC(=O)Cn2c(C)nc3ccccc3c2=O)c1	-4	10	-3	/	-2	-5	2	4	-4	-14
Cc1ccc(C(=O)COC(=O)CNC(=O)c2ccccc2)s1	-7	1	2	-2	-2	7	2	-5	7	2
Cn1c(=O)[nH]c(=O)c2c1nc(N1CCCCC1)n2CCCSc1nc2ccccc2s1	1	2	-4	-11	6	2	-3	2	-2	11
O=C(NC1CCCC1)C1=COCCO1	-3	0	4	1	1	9	7	-3	7	-1
Cn1c(CN2CCCC2)nc2cc(NS(=O)(=O)c3ccc(Cl)cc3)ccc21	2	5	7	-8	-3	-3	4	0	-2	-7
O=C(Oc1ccc(C(=S)N2CCCCC2)cc1)c1ccccc1	-1	7	-6	/	0	2	6	8	5	0
C(=NC12CN3CN(CN(C3)C1)C2)c1ccc2c(c1)OCO2	2	5	1	-1	2	1	-1	-1	-1	-2
COc1ccc(Cl)cc1NC(=O)CC(C)c1ccccc1 (stereo not given)	4	1	-4	-17	4	-10	-19	-4	11	-3

molecule	SIAE inh	MBD2 inh	rCAG RNA binder	HTRA1 inhibitor	LEDGF integ inh	TCR-CD3 inh	GC-B act	PRMT1 inh	TDP2 absorb	ABHD4 inh
Cc1sc(NC(=O)C2=COCCO2)nc1-c1ccc(Cl)cc1	-2	-2	1	-4	-3	-5	-5	4	1	3
COc1cc(C(=O)NNC(=O)c2ccc(S(=O)(=O)N3CCCCC3)cc2)cc(OC)c1OC	2	-6	-2	0	0	1	0	2	11	-1
CC(C)(C)OC(=O)N1CCc2onc(-c3ccc(Br)cc3)c2C1=O	-2	2	-2	0	0	1	-13	4	-3	-4
C#CC1(O)CCC2C3CCC4=C(CCC(=O)C4)C3CCC21C (stereo not given)	3	2	4	-2	1	6	3	2	5	3
CN(C)C(=O)c1ccc(Nc2nc(-c3cccs3)nc3ccccc23)cc1	-37	4	6	-84	-3	3	0	5	3	-23
CC1=NN(C(N)=S)C(=O)C1N=Nc1ccc(O)cc1 (stereo not given)	3	-26	4	13	-4	2	-4	1	2	13
Cc1cccc([C@@H]2[C@@H]3C(=O)N(Cc4ccccc4)C(=O)[C@@H]3[C@]3(Cc4ccccc4)C(=O)N(c4cccc(Cl)c4)C(=O)N23)c1	-2	1	10	-23	3	2	-13	2	3	-6
COc1ccc(CC2(CO)CCN(Cc3ccc(NC(C)=O)cc3)CC2)cc1	1	-5	-6	-3	0	9	-4	-2	3	5
CCc1ccc(-c2ccc3nnc(SCC(=O)NCC4CCCO4)n3n2)cc1 (stereo not given)	0	-1	-2	-1	2	-7	9	-2	-17	9

These rows are one share of the data, so the mix of outcomes need not match the whole.
